# Nrf2 ARE act: Nrf2 pathway activation | actives 0.31% (n = 410,000) | AREc32 ARE-luciferase reporter (MCF7-derived line), luminescence, 24 h | Potency, µM (highest dose often 46.1 µM), without a hit: at the top dose activation, usual class: activators; note: potency is the fitted concentration of half-maximal effect; % of control where 0% means no effect; nearly all actives have a fitted effect of over 65% in size
#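 Each well held 1000 AREc32 cells, which were incubated with compound for 24 hr at 37 deg C after overnight attachment, and ARE reporter activity was quantified by firefly luciferase luminescence.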
# pAkt inh: Akt phosphorylation inhibition; Neuro2A IGF-stimulated pAkt S473 HTRF, 20 min; active compounds read low; activity change, % for hits at 50 µM; actives 0.32% (n = 360,000); AID 651550; in the data active = activity change below about -80%; inconclusive = mostly about -51% to -80%; note: % is set by controls: 0 for no effect and ±100 for the full control effect
#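 Neuro2A cells (4,500/well, DMEM with 0.5% FBS) were treated with compound at a single 50 µM final concentration, stimulated with 6 nM IGF for 20 min at 37 °C, and lysed. Phospho-Akt Ser473 was read by HTRF as 665/615 ratio ×10^4.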
# A549 tox: kills or reduces viability of A549 cells in Nrf2 counter-screen. A549 ARE-Fluc cells, CellTiter-Fluor viability, 18-24 h. Potency, µM (doses to about 46 µM), for the others: at the highest dose activity change, negative = cytotoxicity, hits mostly inhibitors. actives 0.16% (n = 390,000); note: potency is the fitted concentration of half-maximal effect; % is set by controls: 0 for no effect and ±100 for the full control effect
#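 A549 ARE-Fluc cells in 5% FBS OPTI-MEM, 5000 cells/well, rested 2 h then exposed to compounds in concentration-response for 18-24 h at 37 °C. Viability by CellTiter-Fluor fluorescence (Ex 405/Em 525) after 30 min; luciferase luminescence (BugLite, 15 min, RT) read afterwards.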
# CCT modulator: cytosolic chaperonin activity modulation; purified chaperonin ATPase assay, HTRF ADP detection, 30 min; activity change, % (concentration not given with the values), hits read low; actives 0.3% (n = 360,000); in the data active = activity change below about -30%; note: % is set by controls: 0 for no effect and ±100 for the full control effect
#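 TRiC at 40 or 20 nM final (batch-dependent) in 30 mM Tris pH 7.4, 100 mM KCl, 5 mM MgCl2, 1 mM DTT, with compound at single 76 uM and 10 uM ATP, 30 min at 37 deg C. ADP detected by HTRF Transcreener, 665/615 ratio.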
# S2 tox: reduces viability in counter-screen for ATXN expression inhibitors | Potency, µM (doses to about 56.7 µM), hits mostly cytotoxic | actives 0.49% (n = 400,000) | S2 cells (HEK-293 line with an ATXN2-luciferase reporter) viability, CellTiter-Fluor protease fluorescence, 24 h; note: potency is the fitted concentration of half-maximal effect; nearly all actives have a fitted effect of over 40% in size
# TGFb inhibitor: blocks TGF-b signaling | HepG2 CAGA-GFP TGF-b/SMAD3 reporter, GFP fluorescence, 18 h; TGF-beta stimulated, 500 pg/mL final | Potency, µM (titrated, usually from 46.1 µM), for the others: at the highest dose activity, negative = inhibition, most hits filed as inhibitors | actives 1.2% (n = 410,000) | AID 588855; note: potency is the fitted concentration of half-maximal effect; % is set by controls: 0 for no effect and ±100 for the full control effect; nearly all actives have a fitted effect of over 65% in size
#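 First, reporter cells (HEPG2 CAGA-GFP) rested 2 h at 37 degrees C. Next, compounds were pinned in and TGF-beta added to 500 pg/mL final. After 18 h, GFP was imaged per cell and summed per well.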
# MmCpn inh: M. maripaludis TRiC chaperonin inhibition; purified Mm-Cpn ATPase, ADP Transcreener TR-FRET; Potency, µM (series often up to 76.9 µM), inactives show at the highest dose activity, negative = inhibition, hits mostly inhibitors; actives 0.031% (n = 330,000); AID 504842; note: potency is the fitted concentration of half-maximal effect; % is set by controls: 0 for no effect and ±100 for the full control effect; nearly all actives have a fitted effect of over 80% in size
#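 Measured: ADP formation by purified Mm-CPN. Conditions: 25 nM protein, 10 uM ATP, Tris pH 7.4 with Mg2+, K+ and DTT, 37°C for 30 min. Detection: Transcreener HTRF after 30 min at room temperature.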
# Nrf2 block: inhibitors of Nrf2 signaling; A549 ARE-Fluc reporter, luciferase luminescence, 18-24 h; Potency, µM (highest dose often 46 µM), for the others: at the top dose activity change, negative = inhibition, most hits filed as inhibitors; actives 2.1% (n = 360,000); AID 504444; note: potency is the fitted concentration of half-maximal effect; % is set by controls: 0 for no effect and ±100 for the full control effect; nearly all actives have a fitted effect of over 60% in size
#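 Cells were seeded and rested 2 h, then exposed to compounds for 18-24 h. CellTiter-Fluor was read first as a viability measure. BugLite was added 15 min before the final luminescent read of ARE-luciferase activity in A549 cells.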
# HepG2 tox: HepG2 cytotoxicity, counter-screen for TGF-b inhibitors | HepG2 CAGA-GFP viability, ATP luminescence, 18 h | Potency, µM (titrated, usually from 46.1 µM), inactives show at the highest dose activity change, negative = cytotoxicity, hits mostly cytotoxic | actives 0.76% (n = 410,000) | AID 588856; note: potency is the fitted concentration of half-maximal effect; some results filed as inactive show a strong effect at the top dose
#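 CellTiter-Glo luminescence gave cytotoxicity after 18 hours at 37 degrees C. The cells were HepG2 CAGA-GFP in 1% FBS DMEM, stimulated with 500 pg/mL TGF-beta after compound addition. %Activity was normalised to no-cell wells (complete cell-killing) and DMSO (no toxicity), and curves were fitted and classified.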
# The depositor's hits bear a star; i = inactive; u = inconclusive; x = not tested or not shown; [ ] = remark or other dose. Unless noted, calls come from the whole dose curve; as a rule, active = well fitted curve in the direction sought with a large enough effect; inconclusive = small, poorly fitted or top-dose-only effect, or another doubt; inactive = no such curve, though single readings can be large; an effect the other way counts as inactive or inconclusive.
mol | HepG2 tox | CCT modulator | S2 tox | Nrf2 ARE act | A549 tox | MmCpn inh | Nrf2 block | pAkt inh | TGFb inhibitor
COc1ccccc1CNS(=O)(=O)c1ccc(-n2cnnn2)c(OC)c1 | 8.8% | 0.7 | i | 0.2% | -0.1% | -3.1% | u | i | 0.4%
COCCn1c(SCC(=O)c2ccc3c(c2)OCCO3)nnc1-c1ccco1 | 0.6% | -1.7 | i | 0.1% | -1.7% | -0.4% | 16.1% | i | -3.0%
C/C(=N\OC(=O)c1cccc(C(F)(F)F)c1)c1sc(-c2ccccc2)nc1C | 3.3% | 1.7 | i | 4.6% | 5.1% | 0.5% | x | i | u
Cc1ccc(S(=O)(=O)NCC(=O)OCC(=O)NC(=O)NC2CCCC2)cc1 | 7.0% | -1.9 | u | 0.0% | 0.3% | -0.1% | -21.6% | i | 11.6%
COC(=O)c1c(NC(=O)CCCOc2ccc(C(C)(C)C)cc2)sc2c1CCC(C)C2 (centres undefined) | 0.8% | x | i | 1.3% | 5.6% | x | 3.6% | x | 13.8%
CC(C)(C)c1n[nH]c(=S)n(/N=C/c2cccs2)c1=O | 1.0% | -35.4* | i | 4.1% | 5.9% | -0.1% | 14.0% | i | -12.5%
Cc1ccc(-n2cc(CN(C)CCc3cn[nH]c3)c(-c3cccc(C)c3)n2)cc1 | 14.4% | -6.9 | i | -0.8% | -1.4% | -2.5% | u | i | -0.5%
Cc1cc(C)cc(OCC(=O)OC(C)C(=O)Nc2c(C)n(C)n(-c3ccccc3)c2=O)c1 (centres undefined) | 3.6% | -0.6 | i | -0.5% | 2.3% | -1.4% | 8.9% | i | u
Cc1nc(C)c(-c2nnc(-c3ccc(C(C)(C)C)cc3)o2)cc1C(=O)NN | 11.8% | 0.5 | i | 3.1% | 1.4% | 0.2% | -0.7% | i | -26.8%
CN(C(=S)NC(=O)c1ccc(Cl)cc1)C1CCCCC1 | -25.1% | 0.2 | i | 2.3% | 0.4% | -1.8% | 5.2% | i | -21.9%
O=C(Nn1c(-c2ccc(Cl)cc2)nc2ccccc2c1=O)c1cccnc1Cl | -2.4% | -0.1 | u | 6.0% | 3.2% | 1.6% | 9.6% | i | -26.1%
O=C1Cc2cc(O)ccc2O1 | -6.1% | -1.3 | i | 13.9% | 3.5% | x | 1.8% | i | 7.7%
O=C(NCc1ccc(F)cc1)c1cc2c(s1)CS(=O)(=O)C2 | 0.8% | -0.6 | i | 0.4% | 1.2% | -0.3% | -1.8% | x | -2.3%
Cc1ccc(N(CC(=O)N/N=C/c2cc(C)n(-c3ccccc3C)c2C)S(C)(=O)=O)cc1 | -29.7% | -0.4 | i | 0.5% | -1.4% | 0.2% | -3.0% | i | u
COc1cc(CNC(=O)Nc2nnc([C@H]3C[C@H](O)[C@@H](CO)O3)s2)cc(OC)c1OC | 7.3% | -0.5 | i | 0.1% | x | x | x | i | 20.8%
Cc1cc(NC(=O)CCc2nc3cccnc3n2Cc2cccs2)ccc1Br | -28.0% | x | u | 5.6% | 1.8% | x | -17.2% | x | u
Cc1ccc(NS(=O)(=O)c2ccc3c(c2)NC(=O)CCS3)c(Cl)c1 | -11.7% | -1.8 | i | -2.5% | -5.2% | 0.9% | u | i | -12.6%
O=C(O)CN1C(=O)NC2NC(=O)NC21 (centres undefined) | 2.5% | -3.5 | i | 0.2% | -5.7%[1.84 µM] | -2.1% | 10.1% | i | -1.4%
O=C(NC1=NCCS1)c1ccc([N+](=O)[O-])cc1Cl | -3.2% | 0.9 | i | 5.1% | 4.6% | 1.5% | 4.9% | i | -2.2%
CCO[C@H]1OC(C(N)=O)=C[C@@H](C(C)(C)C)[C@@H]1CCCO | -11.3% | -2.0 | i | -0.6% | -1.5% | x | -13.3% | i | -20.6%
Cc1cccc(NC(=S)NCc2ccc3c(c2)OCO3)c1 | 12.1% | 0.9 | i | 0.4% | 18.4% | 0.6% | 6.8% | i | -12.2%
O=C(Nc1ccc2c(c1)OCCO2)c1ccc(Cl)cc1 | 0.2% | 0.4 | i | -0.3% | 3.1% | -0.2% | u | i | -6.2%
Cc1cc2nc(SCC(=O)Nc3ccccc3C(=O)O)[nH]c2cc1C | 0.0% | 1.4 | i | 8.2% | 0.0% | -2.8% | 15.0% | i | 28.5%
O=C(CCC1CCCC1)NCCCN1CCOCC1 | -8.5% | -2.6 | i | -0.5% | -1.9% | 3.7% | 0.7% | i | 7.2%
COc1ccc2nc(SCC(=O)Nc3ccc4c(c3)CCC4)[nH]c2c1 | -1.4% | 0.6 | i | -0.3% | -5.3% | -0.1% | -6.0% | i | u
CC(C)N(C(=O)CN1C(=O)C(=O)c2ccccc21)c1ccccc1 | -1.0% | -0.2 | i | -0.1% | 0.4% | 1.1% | 7.6% | i | 5.5%
CN(C)c1ccc(/C=C2\SC(=S)N(Nc3ncc(C(F)(F)F)cc3Cl)C2=O)cc1 | -1.7% | -3.7 | i | -0.4% | -28.3% | -2.2% | -1.3% | i | 154.4%[activator]
CC1CCN(C(=O)c2ccc(-c3ccccc3Cl)o2)CC1 | -13.5% | -0.3 | i | 2.9% | 3.2% | -5.2% | u | i | -5.0%
Cc1noc(C)c1Cc1c(Cl)cccc1Cl | 1.6% | -2.1 | i | -0.8% | 0.9% | 1.1% | 25.8% | i | 31.1%[activator]
CN(C(=O)COC(=O)C1CCN(S(=O)(=O)c2cccs2)CC1)C1CCS(=O)(=O)C1 (centres undefined) | 0.3% | 0.8 | i | 0.7% | x | -1.0% | 0.9% | i | 8.1%
O=C(Cc1csc(Nc2nc(=S)[nH]c3ccccc23)n1)NCCCN1CCN(c2cccc(Cl)c2)CC1 | -22.2% | -5.2 | x | 20.9% | -22.1% | -2.8% | -20.2% | i | u
CS(=O)(=O)N(CCc1ccccc1)CC(=O)NCc1ccc2c(c1)OCO2 | 10.8% | -2.2 | i | 0.6% | 0.6% | x | 10.1% | x | -5.8%
O=C(CSc1nnc(-c2cccs2)n1-c1ccccc1)N1CCOCC1 | -16.8% | -0.6 | i | 0.1% | 0.5% | 8.9% | 24.1% | i | 1.3%
Nn1c(SCC(=O)Nc2ccc(N3CCOCC3)cc2)nnc1-c1cccc(F)c1 | -0.8% | -2.1 | i | -0.4% | 0.5% | 1.4% | u | i | -1.9%
O=C1/C(=C/c2coc3ccc(O)cc3c2=O)SC(=S)N1c1ccccc1 | -18.6% | 0.7 | u | 5.1% | -4.1% | 0.1% | -6.1% | i | u
O=C(Nc1cc(Oc2ccc(Cl)cc2)cc([N+](=O)[O-])c1)c1ccco1 | -36.8% | 2.1 | u | 4.7% | 11.5% | 2.6% | -21.8% | i | u
Cc1noc(C)c1NC(=O)N(C)C[C@H]1Oc2c(NC(=O)NC(C)C)cccc2C(=O)N([C@H](C)CO)C[C@@H]1C | 3.0% | -11.8 | i | 0.5% | 0.3% | -2.1% | 0.3% | i | u
CCCCNc1c(-c2cc3ccccc3o2)nc2nc(C)cc(C)n12 | x | -0.7 | u | 4.2% | x | x | x | i | x
CCC1CCCCN1C(=O)CSc1nc2c(c(=O)n(C)c(=O)n2C)n1C (centres undefined) | 0.1% | -0.6 | i | 0.4% | 1.5% | 2.1% | 8.6% | i | 3.5%
CCOC(=O)c1cc2c(C(F)(F)F)cc(-c3ccccc3)nc2o1 | -4.7% | -1.1 | i | -1.0% | -1.1% | -0.5% | 15.0% | i | -18.8%
COc1ccc(OCC(=O)N2CCCC(CO)(CCOc3ccccc3)C2)cc1 (centres undefined) | -30.8% | -0.6 | i | 0.0% | -9.0% | -1.9% | u | i | -3.9%
OC1(c2cccc(F)c2)CCN(Cc2ccncc2)CC1 | 2.2% | -0.2 | i | 0.0% | -1.3% | -0.4% | -6.6% | i | -19.6%
O=C(COc1cccc(Cl)c1)NCc1ccccc1 | 7.2% | -0.2 | i | 0.2% | 0.4% | -4.0% | -5.7% | i | 13.9%
COc1ccccc1N1CCN(C(=O)C(=O)N/N=C/c2ccccc2F)CC1 | 5.1% | -0.6 | i | -0.9% | 11.5% | 1.6% | 7.7% | i | 5.8%
C=CCNC(=S)Nc1ccc(F)cc1F | -31.0% | -1.6 | i | -0.6% | -8.0% | 0.6% | u | i | -30.8%
CCS(=O)(=O)N1CCN(C(=O)c2cccc3ccccc23)CC1 | 4.7% | -6.4 | i | -1.3% | -1.2% | 0.3% | -10.4% | i | -2.7%
CC(C)Cn1c(-c2ccc(C#N)cc2)nc2c1c(=O)[nH]c(=O)n2CC(C)C | -4.4% | 1.5 | i | -0.3% | -14.3% | -28.1% | 5.4% | i | -11.5%
O=C(Nc1ccc(N2CCOCC2)cc1)C1=NN(c2ccccc2)C(=O)CC1 | -1.9% | 1.0 | i | 0.8% | -6.1% | -1.9% | 2.3% | i | 0.0%
COc1ccc(NC(=O)c2cc(F)cc(F)c2)cc1Cl | -1.2% | -3.3 | i | 0.6% | -18.1% | -1.6% | -10.9% | i | 18.6%
Cc1sc2ncn(-n3c(C)ccc3C)c(=O)c2c1C | 6.8% | -2.3 | i | -0.6% | -5.6% | -1.0% | 6.8% | i | 10.9%
COc1ccc(CNCc2c(C(=O)O)n(Cc3ccc(F)cc3)c3cc(C)ccc23)cc1OC | -2.9% | x | u | 4.4% | u | x | u | x | -4.2%
O=C(NCCc1nc2ccccc2n1CCCOc1ccc(Cl)cc1)C1CCCCC1 | -97.5% | x | x | 3.0% | u | x | u | x | 17.8µM*
C=CCN(CC=C)S(=O)(=O)c1ccc(C(=O)Nc2nc3c(s2)CCc2ccccc2-3)cc1 | -1.4% | -0.2 | u | -0.1% | -6.7% | -3.1% | u | i | -15.7%

# No enrichment for hits; 4.4% or so of the library scored in one or more.
